Source: PubChem BioAssay
FH mod: Identification of activators of human fumarate hydratase by quantitative high-throughput screening; FH coupled MDH/diaphorase resazurin fluorescence, 15 min; Potency, µM (series often up to 79.9 µM), for the others: at the top dose activity change, negative = inhibition, usual class: inhibitors; 54,000 tested, 0.22% active; note: potency is the fitted concentration of half-maximal effect; % is set by controls: 0 for no effect and ±100 for the full control effect; the screen sought activators but most active calls are inhibition curves; nearly all actives have a fitted effect of over 45% in size
GALK inhibitor: qHTS Assay for Inhibitors of Human Galactokinase (GALK): NCGC Sytravon Library Screen. recombinant GALK, Kinase-Glo ATP luminescence, 1 h. Potency, µM (highest dose often 57.5 µM), for inactives: at the top dose activity, negative = inhibition, actives largely listed as inhibitors. 44,000 tested, under 10 active. AID 1347072, 2019;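 note: plate controls were full GALK reaction for no effect and reaction lacking GALK for full effect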
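Luminescent ATP-depletion readout (Kinase-Glo Plus) after 1 h room-temperature incubation of human GALK (5 nM) with galactose 100 µM and ATP 35 µM, pH 8.0 HEPES/Mg2+ buffer; compounds tested in qHTS format.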
p53null 39C kill: qHTS Screen for Compounds that Selectively Target Cancer Cells with p53 Mutations: Cytotoxicity of p53 Null Cells at the Nonpermissive Temperature; H1299 p53-null (neo) cells, 39C, ATPlite viability, 24 h; Potency, µM (doses to about 46.1 µM), inactives show at the highest dose activity, negative = cell killing, most hits filed as cytotoxic; 55,000 tested, 0.97% active; AID 904, 2007;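 note: potency is the fitted concentration of half-maximal effect; 0% = DMSO only and -100% = full killing by 100 µM tamoxifen; nearly all actives have a fitted effect of over 50% in size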
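Concentration-response (up to 46 uM) was run for 24 h at the nonpermissive 39C on H1299-p53A138V or H1299-neo cells. ATP content was measured with ATPlite luminescence. AC50 values were Hill-modeled after normalizing between DMSO and 100 uM tamoxifen killing.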
B2AR arrestin ag: qHTS assay of beta-arrestin-biased ligands of beta2-adrenergic receptor: NCGC Sytravon Library Screen; Beta-2 adrenergic receptor (Homo sapiens), P07550; 44,000 tested, under 10 active; HTLA Tango cells, beta-arrestin recruitment, luciferase luminescence, 18 h; Potency, µM (titrated, usually from 46.1 µM), for inactives: at the highest dose activation, actives largely listed as activators;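 note: potency is the fitted concentration of half-maximal effect; 0% = DMSO and full agonism = EC100 isoproterenol or metaproterenol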
Target sequence (P07550 whole entry, looked up): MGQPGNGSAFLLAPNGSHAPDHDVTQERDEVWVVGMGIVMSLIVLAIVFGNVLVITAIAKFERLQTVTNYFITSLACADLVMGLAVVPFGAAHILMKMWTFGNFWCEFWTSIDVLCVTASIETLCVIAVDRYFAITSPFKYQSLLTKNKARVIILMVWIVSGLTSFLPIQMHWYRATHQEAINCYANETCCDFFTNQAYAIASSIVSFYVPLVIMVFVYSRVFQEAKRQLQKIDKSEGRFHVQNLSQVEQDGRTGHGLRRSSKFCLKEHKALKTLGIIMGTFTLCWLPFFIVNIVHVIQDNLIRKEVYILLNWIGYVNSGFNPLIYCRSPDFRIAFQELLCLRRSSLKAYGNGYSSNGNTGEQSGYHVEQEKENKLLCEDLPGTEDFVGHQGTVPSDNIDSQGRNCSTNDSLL
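Ligand-induced beta-arrestin recruitment to recombinant beta2-AR is measured via a tTA-driven luciferase reporter in Tango cells after 18 hr compound exposure at 37 degrees C. Concentrations span up to 46 microM.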
NTMT1 inhibitor: Primary qHTS for Inhibitors of N-terminal methyltransferase 1 (NTMT1): MTaseGlo Assay. AID 1645870, 2021. Potency, µM (titrated, usually from 114 µM), without a hit: top-dose activity change, negative = inhibition, hits mostly inhibitors. NTMT1 MTase-Glo SAH luminescence, purified enzyme. N-terminal Xaa-Pro-Lys N-methyltransferase 1 (Homo sapiens), Q9BV86. 59,000 tested, 2.5% active;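 note: potency is the fitted concentration of half-maximal effect; plate controls were DMSO vehicle for no effect and no enzyme for full effect; nearly all actives have a fitted effect of over 65% in size; many of its hits are not listed in these tables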
Target sequence (Q9BV86 whole entry, looked up): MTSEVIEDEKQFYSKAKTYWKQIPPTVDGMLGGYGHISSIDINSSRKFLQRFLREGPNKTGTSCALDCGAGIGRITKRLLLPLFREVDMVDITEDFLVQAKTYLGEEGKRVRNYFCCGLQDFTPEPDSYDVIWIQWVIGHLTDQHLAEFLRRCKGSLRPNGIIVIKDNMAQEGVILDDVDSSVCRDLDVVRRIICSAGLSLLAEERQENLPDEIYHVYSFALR
p53null 32C kill: qHTS Screen for Compounds that Selectively Target Cancer Cells with p53 Mutations: Cytotoxicity of p53 Null Cells at the Permissive Temperature; Potency, µM (doses to about 46.1 µM), inactives show at the highest dose activity change, negative = cytotoxicity, hits mostly cytotoxic; AID 903, 2007; 55,000 tested, 0.62% active; H1299-neo p53 null cells, ATP luminescence, 24 h, 32C;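 note: potency is the fitted concentration of half-maximal effect; 0% = DMSO only and -100% = full killing by 100 µM tamoxifen; nearly all actives have a fitted effect of over 55% in size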
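Overnight 37C seeding (600 cells/well) of H1299-neo preceded a 24 hr, 32C exposure to compounds up to 46 uM. ATP levels, read by luminescence after 20 min at RT, indicated surviving cells.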
PTAP-TSG101 blk: qHTS Validation Assay for Inhibitors of HIV-1 Budding by Blocking the Interaction of PTAP/TSG101: Sytravon Library Screen; Tumor susceptibility gene 101 protein (Homo sapiens), Q99816; Fluorescence polarization, FITC-PTAP peptide/Tsg101, 20 min; Potency, µM (top dose mostly 115 µM), inactives show at the top dose activity change, negative = inhibition, actives largely listed as inhibitors; 44,000 tested, under 10 active; note: potency is the fitted concentration of half-maximal effect; 0% is about no effect
Target sequence (Q99816 whole entry, looked up): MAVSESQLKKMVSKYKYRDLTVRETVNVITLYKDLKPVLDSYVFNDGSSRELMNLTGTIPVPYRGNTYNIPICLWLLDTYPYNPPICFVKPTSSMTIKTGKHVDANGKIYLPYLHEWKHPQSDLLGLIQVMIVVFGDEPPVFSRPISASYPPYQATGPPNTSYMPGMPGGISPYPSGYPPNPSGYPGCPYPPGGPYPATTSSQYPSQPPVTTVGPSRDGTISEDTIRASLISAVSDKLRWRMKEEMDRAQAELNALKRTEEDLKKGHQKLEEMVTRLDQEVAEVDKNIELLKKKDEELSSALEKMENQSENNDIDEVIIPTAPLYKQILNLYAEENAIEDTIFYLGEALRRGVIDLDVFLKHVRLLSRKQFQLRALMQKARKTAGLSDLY
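FITC-labeled PTAP peptide (50 nM final) binding to Tsg101 binding domain (10 uM final) read by fluorescence polarization after 20 min at r.t. in HEPES pH 7.5 buffer. Actives by CRC class, <25 µM.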
An asterisk follows results filed as active; ? = inconclusive; nt = no result given; [ ] = remark or other dose. Calls come from the whole dose curve; as a rule, active = well fitted curve in the direction sought with a large enough effect; inconclusive = small, poorly fitted or top-dose-only effect, or another doubt; inactive = no such curve, though single readings can be large; an effect the other way counts as inactive or inconclusive. Only part of the results is shown (hit frequency here may not be typical).

Letters: A = FH mod; B = GALK inhibitor; C = p53null 39C kill; D = B2AR arrestin ag; E = NTMT1 inhibitor; F = p53null 32C kill; G = PTAP-TSG101 blk
canonical_smiles: Cc1cc(Br)ccc1NC(=O)c1cn(C2CCCC2)c(=O)c2c1c1ccccc1n2C
  A: -30% | B: -7% | C: -31% | D: -2% | E: 9% | F: 4% | G: 1%
canonical_smiles: Cc1nc(-c2ccc(S(=O)(=O)N3CCN(c4ccc(F)cc4)CC3)cc2)co1
  A: -4% | B: 1% | C: 19% | D: -1% | E: -10% | F: 5% | G: -6%
canonical_smiles: COc1ccc(CNC(=O)CSc2ncc(S(=O)(=O)c3ccc(Br)cc3)c(=O)[nH]2)cc1
  A: -5% | B: 0% | C: 19% | D: 1% | E: 10% | F: -3% | G: -6%
canonical_smiles: CC1CCC(Nc2ncnc3onc(-c4ccc(F)cc4)c23)CC1 (stereo unspecified)
  A: -17% | B: 3% | C: -1% | D: 0% | E: ? | F: -4% | G: -9%
canonical_smiles: CCCCc1nn2c(=O)cc(COC(=O)c3ccco3)nc2s1
  A: 4% | B: -1% | C: 1% | D: 0% | E: 2% | F: 0% | G: -2%
canonical_smiles: COc1ccc(OC)c(NC(=O)CSC2=Nc3ccccc3C3=NC(CCC(=O)NCCc4ccccc4)C(=O)N23)c1 (stereo unspecified)
  A: -14% | B: -7% | C: 6% | D: -3% | E: 1% | F: -6% | G: 3%
canonical_smiles: CC(=O)Nc1ccc(/C=C/c2nc(-c3ccccc3O)n(-c3ccccc3)n2)cc1
  A: -26% | B: 4% | C: 6% | D: 0% | E: 3% | F: -1% | G: 1%
canonical_smiles: CCOC(=O)c1ccc(-c2ccc(/C=C(\C#N)c3nc4ccc(C)cc4[nH]3)o2)cc1
  A: -6% | B: 0% | C: 6.3µM* | D: 0% | E: ? | F: ? | G: 32%[activator]
canonical_smiles: Cc1ccc(-n2c(SCc3ccccc3F)nc3[nH]ncc3c2=O)cc1Cl
  A: ? | B: -2% | C: ? | D: 0% | E: 7% | F: 48%[activator] | G: -2%
canonical_smiles: O=C(COCc1cc(-c2ccc(F)cc2)on1)Nc1cc(Cl)cc(Cl)c1
  A: ? | B: 0% | C: -22% | D: -2% | E: -1% | F: -14% | G: -1%
canonical_smiles: Cc1ccc(-c2n[nH]c3c2C(c2ccccc2Cl)N(c2ccc(C(=O)O)cc2)C3=O)cc1 (stereo unspecified)
  A: -26% | B: -7% | C: 28% | D: 1% | E: ? | F: 10% | G: -6%
canonical_smiles: Cc1cccc(C(=O)NC2=NC(c3ccc(Cl)cc3)CC(=O)N2)c1 (stereo unspecified)
  A: -17% | B: 2% | C: -17% | D: 0% | E: 3% | F: -1% | G: -9%
canonical_smiles: CCN(C(=O)Cn1cc(C(=O)c2ccc(F)cc2)c(=O)c2ccc(C)nc21)c1cccc(C)c1
  A: 2% | B: 2% | C: 1% | D: 3% | E: -3% | F: 17% | G: 4%
canonical_smiles: COCCN(Cc1ccco1)C(=O)c1cc2c(=O)[nH]c3ccc(C)cc3c2s1
  A: -17% | B: -11% | C: -15% | D: 1% | E: 11% | F: -14% | G: -4%
canonical_smiles: CCC(=O)N1CCc2cc(CNC(=O)Nc3ccc(OC)cc3OC)ccc21
  A: -5% | B: -2% | C: 8% | D: 0% | E: -4% | F: -2% | G: 4%
canonical_smiles: COc1ccc(Nc2nnc(-n3nc(C)cc3C)c3ccccc23)cc1
  A: -2% | B: 0% | C: 1% | D: 0% | E: 8% | F: -6% | G: -4%
canonical_smiles: Cc1nn(C(=O)c2c(F)cccc2F)c(C)c1S(=O)(=O)N1CCCCCC1
  A: -8% | B: -1% | C: -20% | D: 0% | E: -13% | F: -7% | G: -2%
canonical_smiles: CCn1c2ccccc2c2nnc(N3CCN(c4ccc(F)cc4)CC3)nc21
  A: 4% | B: 14% | C: 22% | D: 0% | E: 0% | F: 1% | G: 4%
canonical_smiles: O=C(CSc1nccn1-c1cccc(Cl)c1)Nc1ccc2c(c1)OCO2
  A: -1% | B: 1% | C: 13% | D: 0% | E: 13% | F: -8% | G: 0%
canonical_smiles: Cc1ccc2c(c1)c(=O)c(C(=O)c1ccc3c(c1)OCO3)cn2Cc1cccc(F)c1
  A: -1% | B: 10% | C: -17% | D: -2% | E: 3% | F: 2% | G: -1%
canonical_smiles: COc1ccc(NC(=O)CSc2oc(-c3ccco3)nc2S(=O)(=O)c2ccccc2)c(OC)c1
  A: -31% | B: 8% | C: -3% | D: 0% | E: -16% | F: 6% | G: 3%
canonical_smiles: CCOc1cc(C#N)c(NC(=O)c2cccc(S(=O)(=O)N3CCOCC3)c2)cc1OCC
  A: -1% | B: 0% | C: -2% | D: 0% | E: ? | F: 5%[9.22 µM] | G: -12%
canonical_smiles: Cc1cc(C)c(NC(=O)CCc2c(C)nc3c(c(C)nn3C(C)(C)C)c2C)c(C)c1
  A: 6% | B: 1% | C: 1% | D: 0% | E: 10% | F: -5% | G: -1%
canonical_smiles: CCN(CC)CCCNC(=O)Cc1ccc(NC(=O)N2CCCCc3ccccc32)cc1
  A: 19% | B: 0% | C: -12% | D: -1% | E: -7% | F: -3% | G: -1%
canonical_smiles: Cc1cn(C)c(CC(=O)NCc2ccccc2Cl)c1C(=O)O
  A: 1% | B: -1% | C: -1% | D: -2% | E: 17% | F: 1% | G: -5%
canonical_smiles: COc1cc(NC(=O)CSc2ncc(S(=O)(=O)c3ccc(Br)cc3)c(=O)[nH]2)cc(OC)c1
  A: ? | B: ? | C: -28% | D: 0% | E: ? | F: -1% | G: -5%
canonical_smiles: CCCSc1nnc2c(n1)OC(CC)N(C(C)=O)c1ccccc1-2 (stereo unspecified)
  A: -3% | B: -4% | C: 17% | D: 1% | E: ? | F: 2% | G: -7%
canonical_smiles: O=C1CSC2(C(=O)N(Cc3c(F)cccc3Cl)c3ccccc32)N1c1ccc(F)c(F)c1 (stereo unspecified)
  A: -24% | B: -1% | C: 36%[activator] | D: -1% | E: 8% | F: 33%[activator] | G: -2%
canonical_smiles: COc1ccc(/C=C/c2nc(C#N)c(NC3CCCCC3)o2)cc1OC
  A: ? | B: 7% | C: 13% | D: -1% | E: 3% | F: 8% | G: -7%
canonical_smiles: CCCc1cc(=O)oc2c3c(ccc12)OCN(Cc1ccccc1OC)C3
  A: -13% | B: -1% | C: 5% | D: 0% | E: 8% | F: 7% | G: 1%
canonical_smiles: CCc1ccc(-n2c(=O)c3ccc(C(=O)NCCc4ccccc4)cc3n(Cc3ccccc3C#N)c2=O)cc1
  A: -15% | B: 8% | C: 17% | D: 1% | E: -10% | F: 5% | G: 0%
canonical_smiles: CCNC(=O)c1ccc(NC(=O)N2CCCCc3ccccc32)cc1
  A: 7% | B: -1% | C: 0% | D: -1% | E: -1% | F: -3% | G: -2%
canonical_smiles: O=C(NCCc1cccs1)c1ccc(Cn2c(SCc3ccc(F)cc3)nc3cccnc32)cc1
  A: -10% | B: -7% | C: ? | D: 0% | E: -3% | F: ? | G: 0%
canonical_smiles: Cc1ccc(N(CC(=O)N2CCN(c3ccccc3F)CC2)S(=O)(=O)c2c(C)noc2C)cc1
  A: -20% | B: 8% | C: -13% | D: 0% | E: -5% | F: 12% | G: 1%
canonical_smiles: CCCCCn1c(=O)[nH]c2cc(C(=O)N3CCN(c4cccc(Cl)c4)CC3)ccc2c1=O
  A: -26% | B: 7% | C: -17% | D: -2% | E: -12% | F: -7% | G: 0%
canonical_smiles: Cn1nc(C(=O)N2CCN(c3ccccc3)CC2)c2c1-c1ccccc1S(=O)(=O)C2
  A: -3% | B: -6% | C: -2% | D: 0% | E: -3% | F: 5% | G: 0%
canonical_smiles: CCN(CC)c1cc(NC2CCCCC2)c2c3c(onc13)-c1ccccc1C2=O
  A: ? | B: 2% | C: -7% | D: -1% | E: ? | F: -27% | G: 3%
canonical_smiles: O=C(NC1CC(=O)N(c2ccccc2)C1)c1ccco1 (stereo unspecified)
  A: 5% | B: 2% | C: 4% | D: -4% | E: 0% | F: 2% | G: 1%
canonical_smiles: COc1ccccc1Cc1nc2ccccc2nc1SCC(=O)Nc1cc(Cl)ccc1OC
  A: 0% | B: 1% | C: -3% | D: 0% | E: -20% | F: -4% | G: 1%
canonical_smiles: COC(=O)C1=C(CS(=O)(=O)c2ccc(C)cc2C)NC(=O)NC1c1ccc(C)cc1 (stereo unspecified)
  A: -18% | B: 5% | C: 3% | D: 1% | E: 17% | F: ? | G: -7%
canonical_smiles: CC(=O)c1ccc(NS(=O)(=O)c2cc3[nH]c(=O)c(=O)[nH]c3cc2C)cc1
  A: -19% | B: 2% | C: -1% | D: 2% | E: -1% | F: 0% | G: -2%
canonical_smiles: CCC1CCCCN1CCCNC(=O)c1ccc2c(c1)N(Cc1ccccc1F)C(=O)c1ccccc1S2(=O)=O (stereo unspecified)
  A: -7% | B: 0% | C: ? | D: 1% | E: -20% | F: -2% | G: -1%
canonical_smiles: Cc1ccc(C)c(NC(=O)C(Cc2ccccc2)N2Cc3ccccc3C2=O)c1 (stereo unspecified)
  A: -14% | B: 1% | C: 12% | D: -1% | E: 0% | F: 12% | G: -5%
canonical_smiles: CC(=O)CSc1nc(-c2ccccc2)[nH]c1S(=O)(=O)c1ccc(C)cc1
  A: -9% | B: 6% | C: -7% | D: -4% | E: 6% | F: 1% | G: -12%
canonical_smiles: COc1ccc(N2CCN(CCCNC(=O)C3COc4ccccc4C3)CC2)cc1 (stereo unspecified)
  A: -20% | B: 3% | C: 2% | D: -1% | E: ? | F: 13% | G: -1%
canonical_smiles: COc1ccc(N(C(=O)COc2c(C)cccc2C)S(=O)(=O)c2ccc(Cl)cc2)cc1
  A: nt | B: 0% | C: 7% | D: 0% | E: nt | F: 8% | G: -4%
canonical_smiles: CCc1ccc(NC(=O)CSC2=Nc3ccccc3C3=NC(CC(=O)NCc4cccs4)C(=O)N23)cc1 (stereo unspecified)
  A: ? | B: -4% | C: -4% | D: 0% | E: 7% | F: 9% | G: 0%
canonical_smiles: CC(C)CCn1c(SCc2cccc(F)c2)nc2ccsc2c1=O
  A: -17% | B: 1% | C: -6% | D: -3% | E: 8% | F: -10% | G: 0%
canonical_smiles: CCc1ccc2occ(CC(=O)Nc3c(C(=O)c4ccccc4)oc4ccccc34)c2c1
  A: -14% | B: 0% | C: 14% | D: -2% | E: 13% | F: 3% | G: -2%
canonical_smiles: CC(=O)c1c(C)oc2c1cc(NS(=O)(=O)c1ccc(C(C)(C)C)cc1)c1ccccc12
  A: ? | B: 2% | C: 38%[activator] | D: 0% | E: -4% | F: 25% | G: 1%
